# ARFGAP1 inhibitor: inhibitors of rat ARFGAP1 GAP activity, primary screen, biochemical, fluorescence polarization, GDP tracer; Arfgap1-stimulated ARF1 GTP hydrolysis, GDP FP detection; 360,000 tested, 0.26% active; AID 651572, 2012; ADP-ribosylation factor GTPase-activating protein 1 (Rattus norvegicus), Q62848; inhibition, % at 16.5 µM;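 active means inhibition above a per-plate limit, mean inhibition of low control wells plus 3 SD, cut at about 25% in these data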;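 further: 0% = DMSO wells with enzyme and 100% = wells lacking Arfgap1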
# Target sequence (Q62848 1-136 limits assumed): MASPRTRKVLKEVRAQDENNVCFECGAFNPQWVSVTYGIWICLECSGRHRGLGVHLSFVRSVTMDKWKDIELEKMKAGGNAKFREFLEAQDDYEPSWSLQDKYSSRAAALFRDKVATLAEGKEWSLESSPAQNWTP
#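 material = rat Arfgap1 catalytic domain, aa 1-136 | also added = human ARF1(Δ1-17)-GTP substrate | compound dosing = one concentration, 16.5 µM, DMSO 1.26% | times = GTP hydrolysis reaction 2 h at 25 °C | measured by = FP, GDP Alexa 633 tracer displaced from anti-GDP antibody, 620/688 nm | evaluation = percent inhibition of Arfgap1-stimulated GTP hydrolysis | replication = single well per compound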
# PLC-gamma1 inh: PLC-gamma1 enzyme inhibitors, primary screen, biochemical, fluorescence, purified enzyme | inhibition, % at 12.2 µM | AID 720700, 2013 | 370,000 tested, 0.84% active | fluorogenic substrate | 1-phosphatidylinositol 4,5-bisphosphate phosphodiesterase gamma-1 (Homo sapiens), P19174; in the data active means inhibition above about 9.5%
# ASAP1 GAP inh: inhibitors of human ASAP1 ArfGAP activity, primary screen, biochemical, fluorescence polarization | Arf-GAP with SH3 domain, ANK repeat and PH domain-containing protein 1 (Homo sapiens), … | ASAP1-stimulated ARF1 GTP hydrolysis, GDP FP detection | inhibition, % at 16.5 µM | 360,000 tested, 0.19% active | AID 624377, 2012; in the data active means inhibition above about 25%;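 further: 0% = vehicle with enzyme and substrate and 100% = no enzyme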
# Target sequence (Q9ULH1 325-724 limits assumed): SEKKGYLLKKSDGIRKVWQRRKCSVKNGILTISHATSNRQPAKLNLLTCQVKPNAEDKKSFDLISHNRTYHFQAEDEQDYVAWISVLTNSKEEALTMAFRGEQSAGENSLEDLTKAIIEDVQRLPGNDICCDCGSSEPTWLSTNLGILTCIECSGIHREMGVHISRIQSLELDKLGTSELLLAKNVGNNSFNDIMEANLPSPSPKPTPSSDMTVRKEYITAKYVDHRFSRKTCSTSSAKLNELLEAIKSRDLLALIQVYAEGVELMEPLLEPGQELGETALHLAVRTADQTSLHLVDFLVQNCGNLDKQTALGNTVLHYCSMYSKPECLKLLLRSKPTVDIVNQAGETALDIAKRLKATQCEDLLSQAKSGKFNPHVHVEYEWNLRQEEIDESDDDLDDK
# UHRF1 binding: UHRF1 methylated DNA binding inhibitors, primary screen, counter-screen for MBD2 inhibitor project, biochemical, TR-FRET, human UHRF1, single concentration; E3 ubiquitin-protein ligase UHRF1 (Homo sapiens), Q96T88; UHRF1 binding to methylated oligo; inhibition, % at 4.4 µM; 370,000 tested, 0.75% active; in the data active means inhibition above about 21%;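 further: UHRF1 SRA domain binding a hemimethylated CpG hairpin DNA probe; 0% = median of test compound wells and 100% = reference inhibitor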
# MBD2 inh: inhibitors of MBD2 binding to methylated DNA, primary screen, biochemical, TR-FRET, DNA-binding domain, human. Methyl-CpG-binding domain protein 2 (Homo sapiens), Q9UBB5. MBD2 binding to methylated oligonucleotide. inhibition, % at 4.4 µM. 370,000 tested, 0.31% active; in the data active means inhibition above about 13%
# Target sequence (Q9UBB5 whole entry, looked up, the tested form may be a part): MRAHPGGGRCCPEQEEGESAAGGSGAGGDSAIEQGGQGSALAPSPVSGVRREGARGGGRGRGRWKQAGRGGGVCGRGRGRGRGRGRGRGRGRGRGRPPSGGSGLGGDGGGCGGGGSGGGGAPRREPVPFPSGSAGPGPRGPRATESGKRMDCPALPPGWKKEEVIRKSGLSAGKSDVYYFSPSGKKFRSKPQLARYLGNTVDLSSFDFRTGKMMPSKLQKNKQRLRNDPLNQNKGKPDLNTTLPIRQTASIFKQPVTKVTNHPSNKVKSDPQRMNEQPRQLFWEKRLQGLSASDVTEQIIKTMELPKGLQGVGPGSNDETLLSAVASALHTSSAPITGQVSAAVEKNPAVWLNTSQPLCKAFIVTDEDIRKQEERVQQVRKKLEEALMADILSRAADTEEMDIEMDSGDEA
# ADAM17 inh: ADAM17 inhibitors, primary screen, biochemical, QFRET; Disintegrin and metalloproteinase domain-containing protein 17 (Homo sapiens), P78536; recombinant ADAM17, EDANS/DABCYL FRET peptide cleavage; inhibition, % at 6.95 µM; 370,000 tested, 0.83% active;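 active means inhibition above the mean of compounds lying between control limits plus 3 SD, set per campaign, cut at about 8.5% in these data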;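 further: 0% = DMSO-only wells as the low control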
# PLC-beta3 inh: human PLC-beta3 inhibitors, primary screen, biochemical, fluorescence. Purified PLC-beta3, fluorogenic substrate. inhibition, % at 12.2 µM. 370,000 tested, 0.18% active. AID 720704, 2013; in the data active means inhibition above about 11%;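 further: 0% = median of compound wells on plate and 100% = full blocker control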
# Tn7 DDE FP: inhibitors of Tn7 peptide binding to fibrin DD(E), primary screen, biochemical, fluorescence polarization, human fibrin, Tn7 probe. FP displacement of FITC-Tn7 peptide from fibrin DD(E); 0% = median of compound wells per plate. inhibition, % at 8.3 µM. 370,000 tested, 0.13% active;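 active means inhibition above the mean of compounds falling within the control limits plus 3 SD of them, cut at about 14% in these data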;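 further: 0% = plate median of compound wells and 100% = 10 µM Aha-Tn7 peptide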
#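 Assay system: Human fibrin DD(E) protein | Medium: Tris buffer with calcium and detergent, pH 7.8 | Reagent: 0.1 µM fluorescent Tn7 | Compound dosing: Single point at 8.3 µM | Times: 10 min preincubation, 3 h with tracer, room temperature | Detection: Fluorescence polarization of the labelled Tn7 tracer | Controls: Aha-Tn7 high control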
# KLK7 zymogen act: proKLK7 zymogen activators, primary screen, biochemical, fluorescence intensity; Kallikrein-7 (Homo sapiens), P49862; purified proKLK7, EDANS-DABCYL substrate fluorescence; 100% is mature enzyme control, 0% vehicle; activation, % at 7 µM; 370,000 tested, 0.9% active; AID 652039, 2013;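 active means activation above the mean of all tested compounds plus 3 SD, computed per campaign excluding outliers beyond control limits, cut at about 13% in these data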
# Tn6 DDE FP: inhibitors of Tn6 peptide binding to fibrin DD(E), primary screen, biochemical, fluorescence polarization, human fibrin, Tn6 probe. Fibrinogen beta chain (Homo sapiens), P02675. Fibrin DD(E) TRITC-Tn6 fluorescence polarization displacement. inhibition, % at 8.3 µM. 370,000 tested, 0.21% active;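 active means inhibition above a per-campaign cutoff: mean of compounds within control limits plus 3 SD, cut at about 15% in these data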;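 further: 0% = median of all compound wells on the plate and 100% = blocking peptide control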
# * marks the source's active call; other numbers are inactive results; i = inactive; & = joins results of further samples.
SMILES,ARFGAP1 inhibitor,PLC-gamma1 inh,ASAP1 GAP inh,UHRF1 binding,MBD2 inh,ADAM17 inh,PLC-beta3 inh,Tn7 DDE FP,KLK7 zymogen act,Tn6 DDE FP
COc1ccc([N+](=O)[O-])cc1/C=N/NC(=O)CNC(=O)c1cccc(F)c1,7.2,2.4,12.6,-2.7,-5.0,0.7,2.6,2.9,-0.7,-6.4
OC1CCCN(Cc2nc(Cc3ccccc3Cl)no2)C1 (configuration not stated),-7.4,5.3,3.2,1.9,0.4,0.1,4.1,-7.4,0.1,-6.3
CC(=O)Nc1ccccc1OCC(O)CS(=O)(=O)c1ccc(C(F)(F)F)cn1 (configuration not stated),4.2,2.9,-2.6,1.9,-2.6,0.3,-2.0,-9.4,0.1,5.1
Cc1c(NC(=S)N/N=C/c2ccc([N+](=O)[O-])cc2O)c(=O)n(-c2ccccc2)n1C,-1.7,1.8,6.2,-8.5,-4.0,0.3,-5.7,6.7,0.0,5.6
COc1ccc(C(C#N)Nc2ccccc2OC)cc1 (configuration not stated),5.0,6.0,13.8,-1.3,-0.8,0.8,3.4,-10.0,0.1,0.1
CC(NC(=O)c1ccccc1F)c1nnc(SCC(=O)Nc2nnc(C3CC3)s2)n1C (configuration not stated),-0.1,0.0,1.8,0.1,-7.5,-5.8,-5.8,0.0,0.1,-2.8
CC(C)CC(NC(=O)OC(C)(C)C)c1cn([C@@H](Cc2cc3ccccc3[nH]2)C(=O)N2CCN(C(=O)OC(C)(C)C)CC2)nn1 (some centres not stated),-11.4,-1.6,-8.4,-0.9,-3.6,-0.9,3.4,-0.1,-0.7,-9.4
Cc1ccc(OCC(=O)N2c3ccccc3NC(=O)C2(C)C)c([N+](=O)[O-])n1,-2.7,-2.4,5.2,0.6,-2.7,-2.3,-6.2,-1.4,0.0,-8.0
O=C(NNS(=O)(=O)c1ccc(Cl)cc1Cl)c1cc2ncc(C(F)(F)F)cc2s1,-10.4,-16.2,-5.6,-3.0,1.2,2.5,-30.3,-2.2,-0.3,-6.4
O=C(NC1CCC(Oc2ccc(C(=O)O)cc2)CC1)NC12CC3CC(CC(C3)C1)C2 (configuration not stated),-0.9,-0.1,6.1,-1.9,6.0,0.4,-0.3,0.7,0.1,-0.5
COc1ccccc1/C=C(\NC(=O)c1cccc(C)c1)C(=O)Nc1ccccn1,8.8,-7.1,-6.5,-1.2,3.5,-17.4,-11.2,-5.3,0.5,2.9
Cc1ccc2nc(-c3ccc(NC(=O)COC(=O)c4cncc(Br)c4)cc3)sc2c1,2.5,-67.8,2.2,-4.4,-3.8,-189.8,-84.2,1.4,0.8,-3.1
O=C(Nc1cc(S(=O)(=O)N2CCOCC2)ccc1N1CCCCC1)c1ccccc1Br,0.1,-17.2,-0.8,-2.1,-0.5,1.0,-29.4,-5.9,-0.3,-8.1
Cc1cc(S(=O)(=O)n2[nH]c(=O)c(CCO)c2C)c(Cl)cc1Cl,6.8,-1.6,2.8,0.4,2.3,-0.5,-11.3,6.6,0.1,5.2
COc1ccc(NC(=O)C[C@H]2C(=O)N(Cc3ccccc3)C[C@@H]2Cc2ccccc2)cc1,-3.9,1.3,-8.0,-0.8,-9.1,4.0,4.8,8.3,0.8,1.0
COc1cccc(C(C#N)N2N=C(C)CC2(C)C)c1O (configuration not stated),-4.0,12.0*,10.3,-0.2,1.1,2.7,-3.0,-11.3,-0.8,-1.1
O=C1CC(Sc2ncccc2C(=O)O)C(=O)N1 (configuration not stated),0.8,1.9,-2.4,4.2,0.2,2.5,9.1,-1.4,-0.5,-1.4
Cc1ccc(SCc2cc(=O)[nH]c(SCC(=O)Nc3cc(Cl)ccc3Cl)n2)cc1,0.0,0.7,-0.8,1.3,-2.8,-1.3,4.6,-7.2,0.3,-1.5
CCOC(=O)c1cnc(-n2nc(C)cc2C)nc1Nc1cccc(C(=O)O)c1,-9.8,-3.2,-1.7,-1.8,0.7,-0.9,-2.8,9.8,0.6,13.8
CS(=O)(=O)c1cnc(-c2cccnc2)nc1N,11.0,0.1,-10.4,4.0,7.5,-3.4,2.1,6.9,-0.4,-3.5
Cc1ncsc1CCOC(=O)c1cccc([N+](=O)[O-])c1,8.5&-7.5,-1.6&0.7,10.5&7.1,2.5&-0.5,4.2&2.8,-0.8&-3.0,-2.1&-5.0,0.6&7.0,-0.9&-0.1,-5.4&9.1
S=C(NCCc1ccccc1)N/N=C/c1cccs1,3.1,7.4,3.4,1.3,4.3,5.9,-8.0,-0.3,0.2,-6.7
Cc1ccc(C2CC(=O)Nc3cc4c(cc32)OCO4)o1 (configuration not stated),2.1,-9.8,-6.3,-1.7,-2.1,-8.3,-10.2,15.4*,-0.4,14.3
CC(=O)c1cccc(NC(=S)NC(=O)c2ccccc2Br)c1,18.2,0.6,9.4,1.9,3.4,1.1,-2.4,-1.0,-0.5,8.8

# Full records from above. Order of values: ARFGAP1 inhibitor | PLC-gamma1 inh | ASAP1 GAP inh | UHRF1 binding | MBD2 inh | ADAM17 inh | PLC-beta3 inh | Tn7 DDE FP | KLK7 zymogen act | Tn6 DDE FP
# COc1ccc(NC(=O)C[C@H]2C(=O)N(Cc3ccccc3)C[C@@H]2Cc2ccccc2)cc1 across the screens: -3.9 | 1.3 | -8.0 | -0.8 | -9.1 | 4.0 | 4.8 | 8.3 | 0.8 | 1.0
# O=C1CC(Sc2ncccc2C(=O)O)C(=O)N1 (configuration not stated) across the screens: 0.8 | 1.9 | -2.4 | 4.2 | 0.2 | 2.5 | 9.1 | -1.4 | -0.5 | -1.4
# COc1cccc(C(C#N)N2N=C(C)CC2(C)C)c1O (configuration not stated) across the screens: -4.0 | 12.0* | 10.3 | -0.2 | 1.1 | 2.7 | -3.0 | -11.3 | -0.8 | -1.1
# Cc1ccc(C2CC(=O)Nc3cc4c(cc32)OCO4)o1 (configuration not stated) across the screens: 2.1 | -9.8 | -6.3 | -1.7 | -2.1 | -8.3 | -10.2 | 15.4* | -0.4 | 14.3

# New compounds follow:
SMILES,ARFGAP1 inhibitor,PLC-gamma1 inh,ASAP1 GAP inh,UHRF1 binding,MBD2 inh,ADAM17 inh,PLC-beta3 inh,Tn7 DDE FP,KLK7 zymogen act,Tn6 DDE FP
Cn1cnnc1SCC(=O)N1N=C2/C(=C/c3ccco3)CCCC2C1c1ccco1 (configuration not stated),5.8,-13.4,-1.9,-5.2,-5.0,-1.3,-18.2,7.1,0.4,-1.2
CCOc1ccc2sc(NS(=O)(=O)c3ccc(OC)c(OC)c3)nc2c1,-2.3,1.9,-3.3,10.0,-0.2,3.9,-0.3,-1.2,-0.2,-10.5
CN(NC(=O)c1ccccc1)C1=NS(=O)(=O)c2ccccc21,-14.1,-1.8,-20.5,-1.0,-2.3,-1.2,7.9,1.4,0.1,5.0
O=C(NCCc1ccc(Cl)cc1)c1cc(-c2ccccn2)nc2ccccc12,-4.7,-2.7,6.4,-3.0,3.2,-1.3,-6.7,3.1,-0.6,-1.8
COc1ccccc1NC(=O)CC(NCc1ccccc1)C(=O)O (configuration not stated),-2.7,-2.0,12.7,2.5,2.1,0.9,0.2,-2.5,0.4,1.9
O=C(CCn1c(=O)sc2ccccc21)NCCC1=CCCCC1,7.6,3.9,6.4,-0.9,-5.1,0.3,1.8,-8.7,0.0,6.5
CNc1ccc(C=C2C=Cc3ccccc32)cc1,6.9,11.1*,16.2,0.2,-7.2,13.1*,6.5,2.8,-1.1,-8.0
COCCNS(=O)(=O)c1ccc2c3c(cccc13)C(=O)N2C,0.7,i,-7.2,0.6,-0.7,-189.1,i,-4.2,28.4*,-2.6
CCCOc1ccc(/C=C/c2c([N+](=O)[O-])c(=O)n(C)c(=O)n2C)cc1,10.6,4.3,-19.4,0.3,-2.5,-2.1,-2.1,0.7,-1.0,0.6
CCCOc1cc(C)nc(-c2ccccc2O)n1,2.2,-1.1,-6.4,3.2,-6.0,-0.1,-1.1,-1.2,0.6,0.6
CN(C)S(=O)(=O)c1cccc(-c2csc(N/N=C/c3ccco3)n2)c1,22.4,-17.4,11.4,-2.0,3.5,-6.2,-28.9,2.0,0.6,1.6
CC1CCCC(NC(=O)c2cccs2)C1C (configuration not stated),-3.5,1.4,-5.9,1.3,1.6,-5.6,-7.9,1.6,-0.3,8.7
COc1cccc(NC(=O)CN(C)C(=O)c2cn(-c3ccccc3)nc2-c2cccnc2)c1,-0.8,3.0,-3.5,0.6,4.7,-8.6,-4.1,7.4,-0.4,-1.2
CC(=O)c1ccccc1OCCn1nnc(-c2ccc(C)cc2)n1,-7.8,-0.3,-3.2,-1.7,0.5,-1.7,-0.3,0.3,0.3,-3.7
COc1cc(C(C(=O)Nc2c(C)cccc2C)N(C)C(=O)c2ccc(-n3cnnn3)cc2)ccc1O (configuration not stated),-4.0,2.1,-8.2,-0.9,3.3,-0.9,-1.5,3.6,0.8,4.1
O=C(O)C(Cc1ccccc1)N1C(=O)/C(=C/C=C/c2ccco2)SC1=S (configuration not stated),-38.0,-1.5,0.1,98.3*,93.9*,-7.0,-38.3,-2.1,1.0,1.8
CN=C(C)C1=C(O)C(C(=O)OC)C(C)(C)CC1=O (configuration not stated),2.8,1.3,-6.2,5.2,-2.9,6.0,8.1,-6.8,0.0,2.5
CC1CCc2nn(CC(=O)N3CCCCCC3)cc2C1 (configuration not stated),-9.4,1.6,-21.9,-3.6,2.0,-1.8,3.4,-1.0,0.2,4.0
CCn1c(C)cc(/C=C2/SC(=S)NC2=O)c1C,1.2,1.4,-12.9,-4.8,-1.8,0.5,0.9,-5.4,-0.2,0.0
CCOC(=O)NC(=O)C(=CNc1cccc(OC)c1)C(=O)NC(=O)OCC,-1.8,2.7,-0.9,0.8,4.5,-4.0,-0.9,9.8,-0.5,11.0
O=C(c1cccc(S(=O)(=O)NCc2ccccc2)c1)N1CCN(c2ccccc2)CC1,-4.9,2.7,8.4,0.9,-2.4,-1.3,0.5,-10.2,-0.6,-5.3
COc1ccccc1NC(=O)C1=C(C)N(c2ccccc2)C(=S)NC1c1cccc(C(F)(F)F)c1 (configuration not stated),3.7,-0.5,8.6,-0.6,-3.8,6.2,4.9,6.3,0.5,2.7

# The order is random; any-hit rate near 4.1%.
